Bioassay records deposited in PubChem BioAssay by several laboratories.
PME-1 primary = blocks human protein phosphatase methylesterase 1. Q9Y570. recombinant PME-1, FP-Rh probe fluorescence polarization. inhibition, % at 5.9 µM. 0.53% of 320,000 active;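 active = inhibition above the campaign mean of all compounds plus 3 SD, cut at about 26% in these data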;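 note: competitive labeling of PME-1 active site by serine hydrolase directed probe; 0% = PME-1 with DMSO and 100% = wells lacking PME-1 enzyme; inhibitors block probe labeling so polarization falls and inhibition rises; many of its hits are not listed in these tables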
PAD4 inh = PAD4 (human) enzyme inhibition | Q9UM07 | recombinant PAD4, RCA probe fluorescence polarization | inhibition, % at 6.36 µM | 0.41% of 330,000 active | AID 485272;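 active = percent inhibition above a cutoff equal to the mean of all tested compounds plus 3 SD, cut at about 15% in these data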;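 note: 0% = PAD4 with RCA probe and DMSO and 100% = probe without PAD4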
GLD-1 TGE inh = GLD-1-TGE RNA interaction inhibition (C. elegans) | purified GLD-1 + fluorescein TGE RNA, fluorescence polarization | inhibition, % at 5.96 µM | 0.44% of 320,000 active | Q17339 | AID 2280;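 active = percent inhibition above a per-plate cutoff, the plate mean of test compounds plus 3 SD, cut at about 30% in these data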;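 note: 0% = DMSO wells with GLD-1 and probe and 100% = wells lacking GLD-1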
TPT1 inh = blocks Candida albicans tRNA 2'-phosphotransferase. recombinant caTPT1, FP RNA substrate dephosphorylation. inhibition, % at 5 µM. 0.81% of 300,000 active. AID 1962;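 active = inhibition above the mean of all tested compounds plus 3 SD, set per screening campaign, cut at about 24% in these data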;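 note: plate controls were DMSO alone for no effect and ferristatin control at 100 nM for full effect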
GSTO1 counter = GSTO1 inhibition, counter-screen for RBBP9 inhibitors. inhibition, % at 5.96 µM. 1.1% of 300,000 active. recombinant GSTO1, activity-based probe fluorescence polarization. AID 1974;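 active = inhibition above the campaign mean inhibition plus 3 SD, cut at about 35% in these data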;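 note: 0% = GSTO1-1 with DMSO and 100% = wells lacking GSTO1-1 enzyme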
Target sequence (P78417 whole entry, looked up): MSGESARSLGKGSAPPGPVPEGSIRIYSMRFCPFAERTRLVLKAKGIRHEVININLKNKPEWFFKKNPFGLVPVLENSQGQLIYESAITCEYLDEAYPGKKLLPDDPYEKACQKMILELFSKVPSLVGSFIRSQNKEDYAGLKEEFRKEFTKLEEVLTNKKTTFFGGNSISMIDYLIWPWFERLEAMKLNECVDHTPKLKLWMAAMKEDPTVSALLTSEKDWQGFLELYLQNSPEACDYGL
Fam108B counter = blocks mouse Fam108B hydrolase in RBBP9 counter-screen | inhibition, % at 9.51 µM | recombinant Fam108B, FP-Rh probe fluorescence polarization | 0.33% of 300,000 active;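 active = inhibition above the screen mean inhibition plus 3 SD, computed separately per campaign, cut at about 18% in these data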;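 note: inhibitors lower polarization as less probe binds the enzyme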
MCL1-BIM inh = disrupts human MCL1 binding to BIM-BH3 peptide; Q07820; AID 2057; 0.68% of 320,000 active; inhibition, % at 10.9 µM; GST-MCL1 / FITC-Bim-BH3 fluorescence polarization;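 active = inhibition above the mean inhibition of all tested compounds plus 3 SD, set per campaign, cut at about 40% in these data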;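 note: 0% = DMSO wells and 100% = unlabeled Bim-BH3 peptide control; higher means more loss of mP so more displacement of Bim peptide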
Target sequence (Q07820 whole entry, looked up): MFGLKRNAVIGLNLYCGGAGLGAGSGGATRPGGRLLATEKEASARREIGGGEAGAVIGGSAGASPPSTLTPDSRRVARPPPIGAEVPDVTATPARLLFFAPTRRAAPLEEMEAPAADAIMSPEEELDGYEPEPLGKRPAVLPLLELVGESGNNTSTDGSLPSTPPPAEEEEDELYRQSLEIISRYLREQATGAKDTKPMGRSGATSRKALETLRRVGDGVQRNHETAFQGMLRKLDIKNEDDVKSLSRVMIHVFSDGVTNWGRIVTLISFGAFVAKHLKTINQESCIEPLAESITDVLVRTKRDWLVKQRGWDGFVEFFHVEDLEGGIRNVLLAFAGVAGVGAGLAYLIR
MEX-5 binding = C. elegans MEX-5 TCR-2 RNA binding activity | Q9XUB2 | activity score (negative = inhibition of binding), % at 10 µM | 0.38% of 300,000 active | MEX-5/FITC-TCR2 RNA binding, fluorescence polarization; hits give low values;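 active = inhibition past about -25% in most replicates, and total fluorescence under double the plate's negative control median, limit read from the data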;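 note: 0% = DMSO and -100% = 5 µM competing unlabeled TCR2 RNA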
BCLXL inh = Bcl-xL (human) inhibition; Q07817; GST-Bcl-xL / FITC-Bim BH3 peptide fluorescence polarization; inhibition, % at 10.9 µM; 0.7% of 320,000 active; AID 2129;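 active = inhibition above the mean of all tested compounds plus 3 SD, cutoff set per campaign, cut at about 30% in these data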;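 note: 0% = DMSO wells and 100% = unlabeled Bim-BH3 peptide competitor; inhibitors lower millipolarization by displacing the labeled peptide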
Target sequence (Q07817 whole entry, looked up): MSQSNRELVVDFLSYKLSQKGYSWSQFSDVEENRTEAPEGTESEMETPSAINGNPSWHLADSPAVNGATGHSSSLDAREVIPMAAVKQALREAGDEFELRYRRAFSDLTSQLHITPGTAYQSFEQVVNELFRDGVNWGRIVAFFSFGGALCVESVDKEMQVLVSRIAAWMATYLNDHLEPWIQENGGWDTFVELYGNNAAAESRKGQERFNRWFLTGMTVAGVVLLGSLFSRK
Starred values were filed as active, the others as inactive; x = no result given. Only part of the results is shown, so the mix of outcomes need not match the whole.

SMILES	PME-1 primary	PAD4 inh	GLD-1 TGE inh	TPT1 inh	GSTO1 counter	Fam108B counter	MCL1-BIM inh	MEX-5 binding	BCLXL inh
COC(=O)CN1C(=O)[C@@H]2[C@H](C1=O)[C@@H]1CC(C(=O)OC)=C[C@@H](C(=O)OC)[C@@H]3C1=C(C(=O)[C@@]3(C)NC(=O)c1ccccc1)[C@@H]2C	7	-3	23	-9	-2	-1	25	-3.9	20
c1ccc(-c2nnc3sc(Cc4cccs4)nn23)cc1	-5	-6	4	5	5	-7	3	-1.1	0
COc1ccc(N2CCN(C(=O)CNS(=O)(=O)c3ccc(Br)s3)CC2)cc1	-3	1	7	2	-3	-2	-1	-1.9	-2
Cc1nnc(N2C(=O)C(=O)/C(=C(\O)c3ccc4c(c3)CC(C)O4)C2c2ccccc2)s1 (stereo not drawn)	3	-2	2	-6	-1	-1	5	-1.1	6
O=C(Cc1ccc(Cl)cc1)Nc1ccc(CN2CCCCC2)cc1	0	0	12	-4	-12	-1	3	-1.6	-1
CCCCn1c(N)c(N(CCC(C)C)C(=O)C2CC(=O)N(Cc3ccc(C)cc3)C2)c(=O)[nH]c1=O (stereo not drawn)	0	-4	-5	2	1	1	-12	2.1	-18
O=[N+]([O-])c1cccc(-c2nn(-c3ccccc3)cc2CO)c1	1	3	-4	-2	-2	3	6	1.2	7
COc1cccc(C(=O)Nc2cc(=O)n(C)c(=O)n2C)c1	0	1	4	0	1	1	4	-0.8	2
Cc1cc(C)nc(-n2nc(C)cc2NC(=O)CNC(C)c2ccccc2)n1 (stereo not drawn)	1	-2	-2	2	8	-3	4	-2.8	6
Cc1ccccc1OCCC(=O)N(Cc1ccccc1)c1c(N)n(Cc2ccccc2)c(=O)[nH]c1=O	1	-1	-3	-1	-3	-4	2	-2.9	-5
CN(Cc1c(C(=O)N/N=C/c2ccccc2F)nnn1-c1nonc1N)c1ccccc1	0	0	-1	-6	-5	-4	2	-0.3	-1
COc1ccc(NC(=O)CSc2nnc(NC(C)=O)s2)c([N+](=O)[O-])c1	6	-3	1	-4	3	5	-1	1.6	3
CCC(CC)c1nnc(NC(=O)c2cccnc2SC)s1	1	1	8	-2	-16	0	5	-0.9	7
CCN(CC(=O)Nc1c(F)cccc1F)C(=O)Cn1c(=O)cnc2ccccc21	-4	-1	9	x	x	x	4	x	0
COc1ccc(NC(=O)c2cc(S(=O)(=O)N3CCCCC3)c[nH]2)cc1Cl	-42	-9	3	-2	4	-3	12	3.3	9
CC(C)Cn1[nH]c2c3c(ccc2c1=O)C(=O)c1ccccc1C3=O	1	-5	10	-5	2	2	13	-1.3	7
COc1ccc(OC)c(C(=O)CN2CCN(S(=O)(=O)c3ccc(Br)cc3)CC2)c1	6	-1	-1	0	-4	5	4	1.4	7
CCOc1ccc(C(=O)Nc2ccc(N3CCN(C(C)=O)CC3)cc2)cc1[N+](=O)[O-]	4	-1	2	-7	-2	5	15	-0.2	0
Cc1noc(C)c1C(=O)OCC(=O)Nc1cccc(S(=O)(=O)N(C)C)c1	-1	-1	2	-3	-3	-6	-30	1.8	-5
O=C(Cn1cnc2cc([N+](=O)[O-])ccc2c1=O)Nc1ccccc1Cl	0	0	4	4	0	4	-1	-1.8	5
Cn1c2ccc(F)cc2c2ncn(CCN3CCOCC3)c(=O)c21	3	2	-3	-4	0	4	4	-1.7	2
Cc1c(OC(C)C(=O)NCCCn2ccnc2)ccc2c3c(c(=O)oc12)CCC3 (stereo not drawn)	1	0	6	0	8	0	-8	6.9	-4
COCCNC(=O)CN(C(=O)CCC(=O)Nc1ccccn1)c1ccc(C)cc1	1	2	8	-1	2	2	-12	0.5	-4
CCN1CCN(C(c2cccs2)C(C)NS(=O)(=O)c2ccc(C)cc2)CC1 (stereo not drawn)	2	1	2	-2	-4	3	4	0.0	3
CCCn1ncc(CN2CCC(CO)(Cc3ccc(OC)cc3)CC2)c1C	-8	-1	-6	3	1	-1	2	-0.3	7
Cc1oncc1C(=O)NC1CCCCC1	-4	0	-2	-2	6	-3	-2	0.0	0
O=C(CC1SC(=O)N(Cc2cccc3ccccc23)C1=O)Nc1nccs1 (stereo not drawn)	-6	-3	3	-2	-7	-8	13	-0.5	8
C[C@]12CCC(=O)C=C1CC[C@@H]1[C@@H]2[C@@H](O)C[C@]2(C=O)[C@@H](C(=O)CO)CC[C@@H]12	-7	-1	-1	-1	7	0	8	2.7	7
Cc1ccc(S(=O)(=O)Nc2ccc(Br)cc2C(NCC(=O)O)c2ccccc2)cc1 (stereo not drawn)	4	0	4	7	0	-2	-1	1.1	1
CC(=O)N1CCN(CC(O)Cn2c3ccccc3c3ccccc32)CC1 (stereo not drawn)	-1	-1	3	2	2	3	5	2.3	10

The list goes on (two carried over from the part before).
SMILES	PME-1 primary	PAD4 inh	GLD-1 TGE inh	TPT1 inh	GSTO1 counter	Fam108B counter	MCL1-BIM inh	MEX-5 binding	BCLXL inh
Cc1ccc(S(=O)(=O)Nc2ccc(Br)cc2C(NCC(=O)O)c2ccccc2)cc1 (stereo not drawn)	4	0	4	7	0	-2	-1	1.1	1
CC(=O)N1CCN(CC(O)Cn2c3ccccc3c3ccccc32)CC1 (stereo not drawn)	-1	-1	3	2	2	3	5	2.3	10
O=C(Nc1ccccc1)C1C2CCC3C(CCC21)C3(Cl)Cl (stereo not drawn)	-2	-4	3	0	2	-2	-7	-2.0	-4
Fc1ccccc1COc1ccc(Br)cc1CNCC1CCCO1 (stereo not drawn)	-5	-1	8	-2	5	-2	-3	1.9	1
O=S(=O)(c1ccc(F)cc1)N1CCN(C(=S)NCc2ccco2)CC1	3	-1	5	2	-1	-3	2	-6.8	2
COc1ccc(/C=N/NC(=O)c2cc[n+]([O-])cc2)cc1	-6	-4	2	-1	3	-1	4	1.1	4
CCOc1cccc(CN2CCCC(C(=O)Nc3ccc(-c4ccn[nH]4)cc3)C2)c1O (stereo not drawn)	5	-3	2	-3	-2	1	-6	-1.8	1
O=C(O)CSCC(=O)N1CCN(S(=O)(=O)c2ccccc2)CC1	4	1	7	-1	2	-1	7	-0.7	4
COc1cc(CNCCc2ccc(F)cc2)ccc1OCc1ccc(Cl)nc1	-4	1	-4	-4	3	-1	0	-1.1	1
CC/C(=N\Nc1ccc([N+](=O)[O-])cc1[N+](=O)[O-])c1ccc(O)cc1	2	-3	1	-2	1	8	35	0.4	4
Cc1ccc(-c2nnn(CC(=O)N(Cc3cccs3)C(C(=O)NC(C)(C)C)c3ccco3)n2)o1 (stereo not drawn)	-12	-1	3	1	-2	-3	4	0.8	-2
CN1/C(=C\C(=O)COC(=O)C2COc3ccccc3O2)C(C)(C)c2ccccc21 (stereo not drawn)	-5	-3	-2	6	-1	-5	-11	1.0	-1
O=C(c1ccccc1CCc1ccccc1)N1CCOCC1	2	-1	1	-2	8	6	-4	1.6	5
N#C/C(=C\c1c(N2CCCCC2)nc2ccccn2c1=O)S(=O)(=O)c1ccccc1	9	-1	-4	5	-4	-3	-6	-0.4	0
Cc1ccc(C(=O)CNc2ccc(Br)cc2)cc1	0	-3	9	-4	7	8	7	-0.1	8
Cc1ccc(NC(=O)CSc2nc(-c3ccco3)nc3cc(=O)[nH]n23)c(Cl)c1	2	3	0	0	32	6	15	0.8	9
Cc1cccc(NC(=O)CCNS(=O)(=O)c2cccc3nsnc23)c1	-1	-1	1	-9	2	0	9	0.3	3
O=C(C[n+]1cccc2ccccc21)c1ccc(Cl)cc1	-3	-8	-25	13	2	-3	4	3.5	0
COc1ccc(/C=C/C(=O)c2cc(Br)ccc(=O)c2O)cc1	8	-4	-9	20	16	11	5	x	4
COc1ccccc1NC(=O)Cc1nnc(SCC(=O)c2ccccc2)n1C	-1	-4	-1	0	4	-1	-3	-0.9	-4
COc1cc(OC)c(C(=O)NCCCN2CCOCC2)cc1OC	1	2	-3	-4	8	0	6	-0.9	4
O=C(Cn1nnc(-c2cccs2)n1)NNC(=O)c1ccccc1Cl	-4	0	6	1	3	0	4	3.4	1
O=C(NC(=S)NCc1cccnc1)c1ccc([N+](=O)[O-])cc1	-4	-1	-1	-4	-4	0	10	-3.2	6
Cc1ccoc1C(=O)N1CCCC(CCC(=O)N2CCN(c3ccccn3)CC2)C1 (stereo not drawn)	1	-2	6	-6	3	1	3	0.0	0
CCc1ccc(OCC(=O)NNC(=O)C2CCC2)cc1	-4	2	6	-2	0	-1	2	-0.6	-3
Cc1cc(C)c(NC(=O)CCCOC(=O)C2=COCCO2)c(C)c1	-4	0	3	-4	-2	0	2	-0.2	1
O=C(CCN1C(=O)C2C3C=CC(C4CC34)C2C1=O)Nc1ccc(Cl)cc1O (stereo not drawn)	-14	-4	4	-3	-1	-2	1	-2.7	0
O=S(=O)(c1cccc(F)c1)N1CCN(Cc2ccc3c(c2)OCO3)CC1	3	-1	-2	-2	-3	-1	-5	-2.4	0
CSc1ccc(/C=C/C(=O)OCC(=O)NC(C)C)cc1	1	1	-5	-2	3	1	-3	-0.3	5
CC(C)NCCOCCOc1ccc(Cl)cc1Br	-2	1	4	-1	0	2	4	1.3	2
COc1ccc(NC(=O)C/C(C)=N/NC(=O)c2cnccn2)cc1Cl	-3	-8	-4	0	0	1	-5	-2.2	3
Cc1oc(CN2CCOCC2)cc1C(=O)O	-5	-3	1	1	-3	3	3	-1.1	2
CC(=O)[C@@H]1[C@@H](C(=O)c2ccc(C)cc2)[C@]2(C(=O)Nc3ccccc32)[C@H]2C=Cc3cc(F)ccc3N12	-1	1	0	13	2	2	-10	-0.7	0
O=C(O)C12CC3CC(C1)CC(n1cnc(Cl)n1)(C3)C2	2	2	7	-5	5	0	7	1.4	3
COc1ccc(NC(=O)c2cc(-c3ccccc3)on2)cc1	2	1	4	-3	1	0	20	-0.5	7
O=C(Nc1ccc(-c2ccc3nncn3n2)cc1)C1CCCCC1	-3	2	-5	-3	-6	1	-2	-0.5	0
OC(COc1ccc2c(c1)OCO2)CN1CCc2ccccc2C1 (stereo not drawn)	-3	2	14	-1	11	-3	3	-1.2	2
COC(=O)N/N=C/c1c(C)cc(C)cc1C	-2	-2	5	-4	5	1	8	-4.5	2
O=C(/C=C/c1ccccc1)NC1CCS(=O)(=O)C1 (stereo not drawn)	-7	1	-3	0	4	5	5	-1.6	1
O=S(=O)(NCCCc1ccccc1)c1ccc(Br)cc1	-2	4	3	-3	0	3	1	1.2	2
O=C(O)c1nnn(-c2ccc(F)cc2F)c1-c1ccccc1	4	-2	2	-2	4	0	-1	1.6	2
O=C(CSc1ccc2ccccc2n1)Nc1nsc(-c2ccc(Cl)cc2)n1	-2	2	3	0	3	-4	0	1.3	1
CCOC(=O)c1sc(=S)n(CC)c1N	1	1	-2	-5	3	1	4	1.0	3
CSc1ccc(CCNC(=O)C2CCCN(S(=O)(=O)N3CCOCC3)C2)cc1 (stereo not drawn)	11	-5	-10	-2	1	-1	-8	0.9	-1
Cc1ccc(CN2CCS(=O)(=O)CC2)cc1	-9	-4	-7	-3	14	1	6	-0.3	4
Cc1cccc(CSc2nc3c(c(=O)n2C)SCC3)c1	0	-2	8	-1	10	2	0	1.1	2
NC(=O)c1cc(N)ccc1N1CCCCC1	1	-1	2	4	-1	0	0	-0.2	0
Nc1nccnc1C(=O)N/N=C/c1ccco1	-3	-3	-11	2	8	-1	-1	-6.0	-1
